MT1-MMP txn act: MT1-MMP promoter transcription activation; HT1080 MT1-MMP promoter luciferase reporter, luminescence, overnight; active compounds read high; activation factor at 10 µM; 86,000 tested, 0.16% active; AID 750;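 active = activation factor of at least 2 for MT1-MMP transcription at 10 µM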
ERa coact inh: blocks coactivator binding to human estrogen receptor alpha. P03372. TR-FRET ER-alpha LBD / SRC-1 peptide, estradiol-bound. inhibition, % at 25.6 µM. 86,000 tested, 1.7% active. AID 629; in the data active = inhibition above about 50%;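 note: 0% = receptor plus peptide control and 100% = peptide only without receptor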
Mac1 fbg enh: increases human CD11b/CD18 adhesion to fibrinogen | K562 CD11b/CD18 adhesion to fibrinogen, ATPlite luminescence | 93,000 tested, 0.07% active | AID 1499 | activation, % at 10 µM;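 active = 10 µM primary screen giving 50% or more activity, confirmed by 40% or more on retest at that dose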; note: strong numbers were not always called active; reference of the scale not given here
ERb SRC1 inh: ER-beta (human) coactivator binding inhibition | Q92731 | inhibition, % at 25.6 µM | 86,000 tested, 1.3% active | TR-FRET ER-beta LBD / SRC1-Cy5 peptide binding; receptor agonist-loaded with 1 µM estradiol;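 active = compounds whose percent inhibition of the receptor-coactivator binding signal exceeds about 50% in the single-dose screen, limit read from the data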;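 note: 0% = receptor plus peptide wells without compound and 100% = peptide-only wells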
ERa SRC1 pot: enhances coactivator binding to human estrogen receptor alpha; TR-FRET ERalpha-LBD/SRC-Cy5 coactivator binding, 2 h; 100 = basal binding, no effect; coactivator binding (% of control), % at 25.6 µM; 86,000 tested, 1.3% active; AID 639; in the data active = activity above about 200%;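 note: binding measured in presence of low estradiol as agonist stimulus; 0% = peptide alone without receptor and 100% = receptor with peptide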
PLAP act: activators of human placental alkaline phosphatase; P05187; purified PLAP enzyme, luminescent substrate read-out; active compounds read high; activation fold at 20 µM; 96,000 tested, 1.2% active; AID 696; in the data active = activation fold above about 2
Target sequence (P05187 whole entry, looked up): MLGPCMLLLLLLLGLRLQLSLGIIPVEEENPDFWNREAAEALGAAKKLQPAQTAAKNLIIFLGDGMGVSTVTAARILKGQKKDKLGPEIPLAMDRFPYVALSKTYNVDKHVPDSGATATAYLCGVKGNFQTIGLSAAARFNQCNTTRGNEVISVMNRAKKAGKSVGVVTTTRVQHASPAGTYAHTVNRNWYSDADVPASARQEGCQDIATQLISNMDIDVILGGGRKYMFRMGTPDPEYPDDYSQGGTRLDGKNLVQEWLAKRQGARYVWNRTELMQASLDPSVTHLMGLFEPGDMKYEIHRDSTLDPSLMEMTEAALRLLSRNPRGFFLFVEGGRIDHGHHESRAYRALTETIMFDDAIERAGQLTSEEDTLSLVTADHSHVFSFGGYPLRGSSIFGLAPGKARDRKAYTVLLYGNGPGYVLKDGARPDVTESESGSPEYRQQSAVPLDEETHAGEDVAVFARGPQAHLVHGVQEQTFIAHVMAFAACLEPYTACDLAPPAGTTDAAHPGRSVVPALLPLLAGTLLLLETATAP
CD11b adhes inh: blocks human CD11b/CD18 adhesion to fibrinogen; P05107+P11215; 93,000 tested, 0.54% active; inhibition, % at 10 µM; K562 CD11b/CD18 adhesion to fibrinogen, ATPlite luminescence; Mn2+ added to activate the integrin;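 active = primary inhibition of 50% or more at 10 µM, then 40% or more on retest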; note: some results filed as inactive read as strong as hits
FAK inh: FAK (human) kinase inhibition; Q05397; biochemical FAK kinase activity assay; inhibition, %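 (tested at 7 µM)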; 97,000 tested, 0.84% active; AID 727; in the data active = inhibition above about 19%;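 note: 0% = DMSO and 100% = reference compound high control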
Ecoli WT expand: growth inhibitors of E. coli BW25113 wild type | 98,000 tested, 0.15% active | OD600 absorbance | growth inhibition, % at 100 µM;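 active = growth inhibition above about 50% at one test dose, limit read from the data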;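 note: growth measured after 20 h incubation at 37 °C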
Active calls of the source: *; · = not tested or not shown; [ ] = another dose, or the depositor's remark.

SMILES	MT1-MMP txn act	ERa coact inh	Mac1 fbg enh	ERb SRC1 inh	ERa SRC1 pot	PLAP act	CD11b adhes inh	FAK inh	Ecoli WT expand
CSC1=C(C#N)C(c2ccc3c(c2)OCO3)C2=C(CCCC2=O)N1 (stereo unspecified)	1.4	1	·	6[fluorescence artefact?]	96[fluorescence artefact?]	·	·	-2	·
CC(Oc1ccc(Cl)cc1Cl)C(=O)NCCN1CCOCC1 (stereo unspecified)	1.1	-3	-2	2[fluorescence artefact?]	107	1.4	9	1	-7
COc1ccc(-n2c(=O)cc(N3CCN(c4ccccc4)CC3)[nH]c2=O)cc1	1.1	-10	-4	-2	134	1	-11	-2	-10
CSC1=NCCN1C(=O)c1cccc(C(F)(F)F)c1	1.1	4	-5	3[fluorescence artefact?]	115	0.9	2	6	-3
CC(C(=O)NC1CCCC1)N(Cc1ccco1)C(=O)c1snc(C(=O)NC2CCCC2)c1N (stereo unspecified)	1	2	2	6[fluorescence artefact?]	108	1.6	-13	-1	-6
COc1ccc(C2=CC(c3cc(OC)c(OC)c(OC)c3)NC(=S)N2)cc1 (stereo unspecified)	·	-6	3	-10	106	1.5	-9	0	0
C=CCn1c(CNc2ccc(C)cc2)nnc1SCC(=O)N/N=C/c1ccc(O)cc1O	·	·	-5	·	·	1	-9	-1	-6
CC(=O)Nc1ccc(S(=O)(=O)Nc2nc3c(s2)CCCC3)cc1	1.2	-7	-4	7	89	1.2	27	-5	5
NC1=NC(c2cn(-c3ccccc3)nc2-c2cccs2)n2c(nc3ccccc32)N1 (stereo unspecified)	1.1	3	1	-1	88	1.8	29	16	6
CC(=O)N1CCC(C(=O)Nc2ccccc2)(N(Cc2ccccc2)C(=O)c2cccnc2)CC1	1	-1	-5	2	96	1.3	15	·	-6
CCOC(=O)c1ccc(NC(=O)c2ccc(NC(=O)c3ccccc3)cc2)cc1	·	·	38	·	·	0.7	-22	2	-5
Cc1csc2ncc(C(=O)NCc3ccco3)c(=O)n12	1	18	·	38	64[fluorescence artefact?]	·	·	0	1
CC1(C)CC(=O)C(C=NCCN2CCN(C(=O)c3ccc(Br)cc3)CC2)=C(O)C1	1.3	-3	·	-6	99	·	·	-3	·
O=C(NCC1CCCO1)C1CC(=O)N(C2CCCC2)C1 (stereo unspecified)	1.2	3	-8	-10	90	0.9	-7	-2	1
Cc1ccnc(NC(=O)Nc2ccc(F)cc2)c1	·	-6	-3	-10	93	1	-24	6	-3
CCCC(=O)n1nc(-c2ccco2)nc1SCc1ccccc1	1.1	3	-4	-3	86	1.1	20	·	0
Cc1c(Cl)cccc1NC(=O)CSc1ncnc2c1cnn2CCc1ccccc1	·	·	-3	·	·	0.8	-4	0	-9
CCOc1ccc(Nc2nc3c(c(=O)[nH]2)CCCC3)cc1	1.3	-7	1	-9	95	1	-9	1	-3
Cc1cccc(C(C)C)c1-n1nnnc1-c1ccccc1	1	-3	-1	-6	112	0.7	8	2	4
CN(C)c1nc(OCCNC(=O)Nc2ccccc2)nc(N(C)C)n1	1	-3	-1	-1	116	1.6	-1	-2	-4
COc1ccccc1N1CCN(C(c2ccccc2)c2nnnn2CCc2ccccc2)CC1 (stereo unspecified)	1.3	-11	·	3	111	·	·	3	·
CCNC(=O)/N=C1/NC(=O)C(C(C)C)O1 (stereo unspecified)	1.1	15	-1	26[fluorescence artefact?]	93[fluorescence artefact?]	1	-6	-1	-3
O=C(CCC(=O)NC1CCCCCC1)Nc1nnc(C(F)(F)F)s1	1.1	-5	-3	-3	104	1.1	-6	-1	-4
CC(C)CC(=O)Nc1nc2ccc(S(=O)(=O)N3CCOCC3)cc2s1	1	-4	-3	-5	109	1	6	3	3
O=C(Nc1ccc2nc(C3CC3)n(Cc3ccc(F)cc3)c(=O)c2c1)c1ccco1	1.2	4	-1	-7	90	1	-3	1	-10
O=C(N/N=C/c1ccncc1)c1cc2c(ccc3ccccc32)o1	·	·	1	·	·	1	3	52*	-2
COc1ccc(-c2cn3c(C)c(C(=O)NC(C)(C)C)sc3n2)cc1	1.8	-10	·	5	90	·	·	·	·
Cc1noc(C)c1CSc1nnc(-c2ccncc2)n1-c1cccc(Cl)c1C	1.1	-1	2	-2	92	1.4	-13	·	0
CCCCCCCCC/C(=N\O)c1ccccn1	1.5	-8	·	-9	93	1.3	·	-6	29
CC1CCCCN1C(=O)C1CC(c2ccc(F)cc2)=NO1 (stereo unspecified)	1.3	-9	-2	-9	117	1	-17	2	6
COc1ccc(C(CNC(=O)Cn2[nH]c(=O)c3ccccc3c2=O)N2CCCC2)cc1 (stereo unspecified)	1.1	-2	-2	-9	102	1.6	4	6	8
Nc1nc2n(n1)C(c1ccccc1)CC(c1ccc(F)cc1)N2 (stereo unspecified)	1.1	-10	2	-2	89	1.2	-9	-3	-3
COC(=O)c1[nH]c2cc(OC)ccc2c1NC(=O)c1nonc1C	1	1	·	19	91	0.9	·	4	-9
C=C1c2cc(CC)ccc2NC(=O)N1c1ccc(C)cc1	1.1	1	-10	-13	80	0.9	3	7	-1
O=C(NCc1ccncc1)c1ccc(Br)cc1	1.1	2[fluorescence artefact?]	2	1[fluorescence artefact?]	94	1	-5	3	7
CC(Sc1cnc2ccccc2n1)C(=O)O (stereo unspecified)	1.2	-4	-4	-3	96	0.9	6	-11	5
CCCCCNC(=O)c1cc(S(=O)(=O)N2CCCCC2)ccc1F	1.2	-6	-4	-6	124	0.9	-12	·	-2
Nc1nnn(Cc2ccccc2)n1	1	1[fluorescence artefact?]	·	-4[fluorescence artefact?]	97	·	·	-1	3
O=C(CCS(=O)(=O)c1cccs1)Nc1ccc(C(=O)NCc2ccc(F)cc2)cc1	·	-1	-4	0	91	0.9	7	0	-2
CCC(C)NC(=O)CSC1=Nc2ccccc2C2=NC(CC(=O)NCc3ccc(F)cc3)C(=O)N12 (stereo unspecified)	1.1	9	-4	-1	95[fluorescence artefact?]	1.2	-1	-1	8
CCC(=O)c1cc2c(cc1NC(=O)C(C)C)OCCO2	1.2	-3[fluorescence artefact?]	·	-2[fluorescence artefact?]	104	1	·	1	1
Cc1ccc(C)c(Oc2nnnn2-c2ccccc2)c1	1.2	18	-2	2	108	1.1	2	-6	8
CC(C)NC(=O)NC(=O)COC(=O)Cc1ccsc1	1	-3[fluorescence artefact?]	-3	5	91	0.9	5	-1	·
O=C(Cn1cnc2c(nnn2Cc2ccc(Cl)cc2)c1=O)NC1CCCC1	1.1	·	1	·	·	1	-13	-1	-10
O=[N+]([O-])c1nn(-c2ccc3c(c2)OCCO3)n(O)c1=NCc1ccccc1Cl	·	·	-6	·	·	0.9	-9	1	-9
Cc1onc(-c2ccccc2Cl)c1C(=O)Nc1ccc(-n2nncc2C(C)(C)C)cc1	1	·	3	·	·	1	-27	2	-15
COc1ccc(-n2c(SCC(=O)Nc3ccc4c(c3)OCO4)nnc2C(C)N2CCCCC2)cc1 (stereo unspecified)	1.1	55*	-1	46	74	1.4	-10	1	6
Cc1ccccc1-n1c(SC(C)C(N)=O)nnc1-c1cccnc1 (stereo unspecified)	1.1	-12	-4	-5	117	0.9	-8	8	0
CCCCN(Cc1ccccc1)C(=O)C1CCN(S(=O)(=O)c2c(C)noc2C)CC1	1	4	2	1	116	1.2	-34	0	-8
CCOC(=O)CCNC(=O)CNC(=O)OCc1ccccc1	1.2	-30	1	-35[fluorescence artefact?]	105	0.9	-21	-2	3

Arranged by length of the SMILES (ascending): part of the list above
SMILES	MT1-MMP txn act	ERa coact inh	Mac1 fbg enh	ERb SRC1 inh	ERa SRC1 pot	PLAP act	CD11b adhes inh	FAK inh	Ecoli WT expand
Nc1nnn(Cc2ccccc2)n1	1	1[fluorescence artefact?]	·	-4[fluorescence artefact?]	97	·	·	-1	3
Cc1ccc(C)c(Oc2nnnn2-c2ccccc2)c1	1.2	18	-2	2	108	1.1	2	-6	8
CC(C)NC(=O)NC(=O)COC(=O)Cc1ccsc1	1	-3[fluorescence artefact?]	-3	5	91	0.9	5	-1	·
CCOC(=O)CCNC(=O)CNC(=O)OCc1ccccc1	1.2	-30	1	-35[fluorescence artefact?]	105	0.9	-21	-2	3
CCC(=O)c1cc2c(cc1NC(=O)C(C)C)OCCO2	1.2	-3[fluorescence artefact?]	·	-2[fluorescence artefact?]	104	1	·	1	1
C=C1c2cc(CC)ccc2NC(=O)N1c1ccc(C)cc1	1.1	1	-10	-13	80	0.9	3	7	-1
CCOc1ccc(Nc2nc3c(c(=O)[nH]2)CCCC3)cc1	1.3	-7	1	-9	95	1	-9	1	-3
CCCCCNC(=O)c1cc(S(=O)(=O)N2CCCCC2)ccc1F	1.2	-6	-4	-6	124	0.9	-12	·	-2
CN(C)c1nc(OCCNC(=O)Nc2ccccc2)nc(N(C)C)n1	1	-3	-1	-1	116	1.6	-1	-2	-4
COC(=O)c1[nH]c2cc(OC)ccc2c1NC(=O)c1nonc1C	1	1	·	19	91	0.9	·	4	-9
CC(=O)Nc1ccc(S(=O)(=O)Nc2nc3c(s2)CCCC3)cc1	1.2	-7	-4	7	89	1.2	27	-5	5
COc1ccccc1N1CCN(C(c2ccccc2)c2nnnn2CCc2ccccc2)CC1 (stereo unspecified)	1.3	-11	·	3	111	·	·	3	·
C=CCn1c(CNc2ccc(C)cc2)nnc1SCC(=O)N/N=C/c1ccc(O)cc1O	·	·	-5	·	·	1	-9	-1	-6
O=C(CCS(=O)(=O)c1cccs1)Nc1ccc(C(=O)NCc2ccc(F)cc2)cc1	·	-1	-4	0	91	0.9	7	0	-2
CC(=O)N1CCC(C(=O)Nc2ccccc2)(N(Cc2ccccc2)C(=O)c2cccnc2)CC1	1	-1	-5	2	96	1.3	15	·	-6

Continuation.
SMILES	MT1-MMP txn act	ERa coact inh	Mac1 fbg enh	ERb SRC1 inh	ERa SRC1 pot	PLAP act	CD11b adhes inh	FAK inh	Ecoli WT expand
Cc1ccc(NC(=O)CN(C)CC(=O)Nc2c(C)cccc2C)c(Br)c1	1.2	-6	·	-5	84	1.3	·	-4	2
CCOc1ccc(C(C)NC(=O)Nc2ccccc2C(=O)OC)cc1 (stereo unspecified)	1.1	-9	-4	-18	104	0.8	5	1	0
Cc1ccc(-c2nn(CC(=O)NCCN3CCOCC3)c(=O)c3ccccc23)cc1	1.1	1	·	4	118	1.4	·	0	10
CC(C)CC(c1nnnn1Cc1ccccc1)N1CCN(C(=O)c2ccco2)CC1 (stereo unspecified)	1	-8	-2	5[fluorescence artefact?]	117	1.6	-11	-6	0
O=c1cc(NCc2ccccc2)c2ccccc2o1	1	-5	-2	-9	95	0.9	-4	7	4
O=C(Nc1ccccc1C(=O)N1CCOCC1)C1CCCO1 (stereo unspecified)	1.2	-7	0	-5	89	1	0	-1	-2
COC(=O)c1ccccc1NC(=O)C1CCCCC1C(=O)O (stereo unspecified)	1.1	7[fluorescence artefact?]	2	-5[fluorescence artefact?]	99[fluorescence artefact?]	0.9	5	-1	-2
Cc1nc(C)c(C(=O)NCc2ccccc2Cl)o1	1	-6	0	0	97	1.1	5	-3	-2
CCOC(=O)N1CCN(C(=O)c2cn(-c3ccc(C)c(C)c3)c(=O)c3ccccc23)CC1	1.2	-10	-2	-3[fluorescence artefact?]	105	1.5	-13	·	0
CN(CCO)c1c2c(nc3cc(-c4cccc(F)c4)nn13)CCCC2	1.3	-8	-2	-8	98	1.2	8	6	1
